# CAL PDZ FP-1: inhibitors of human CAL PDZ peptide binding; purified CAL PDZ, TMR-peptide fluorescence polarization, 1 h; inhibition, % at 24.9 µM; 300,000 tested, 0.92% active; AID 602252;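 active = mean inhibition of at least 30% with at least half of replicates also reaching 30%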;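 also: 0% = DMSO neutral control and 100% = excess unlabeled competitor peptide PRC23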
# PfHsp90 set2: growth inhibition of yeast expressing Plasmodium Hsp90 | S. cerevisiae expressing PfHsp90, BacTiter-Glo ATP, 48 h; yeast lacking PDR1 and PDR3 efflux regulators | inhibition, % at 9.4 µM | 310,000 tested, 0.32% active | AID 504621;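 active = every replicate shows inhibition above about 80%, whatever the replicate mean, limit read from the data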;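 also: 0% = DMSO neutral controls and 100% = 20 µM radicicol positive controls; yeast relying on Plasmodium falciparum Hsp90 in place of its own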
# SR-BI DiI inh: blocks mouse SR-BI lipid uptake from DiI-HDL | Q61009 | ldlA[mSR-BI] CHO cells, DiI-HDL uptake fluorescence, 3 h | inhibition, % at 12.5 µM | 320,000 tested, 0.96% active | AID 488896;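 active = mean replicate inhibition of at least 70% and a set share of replicates each scoring 70 or more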;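 also: 0% = median of neutral control wells and 100% = median of positive control wells; values of inactives mirror those of a sister screen read the other way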
# Target sequence (Q61009 whole entry, looked up): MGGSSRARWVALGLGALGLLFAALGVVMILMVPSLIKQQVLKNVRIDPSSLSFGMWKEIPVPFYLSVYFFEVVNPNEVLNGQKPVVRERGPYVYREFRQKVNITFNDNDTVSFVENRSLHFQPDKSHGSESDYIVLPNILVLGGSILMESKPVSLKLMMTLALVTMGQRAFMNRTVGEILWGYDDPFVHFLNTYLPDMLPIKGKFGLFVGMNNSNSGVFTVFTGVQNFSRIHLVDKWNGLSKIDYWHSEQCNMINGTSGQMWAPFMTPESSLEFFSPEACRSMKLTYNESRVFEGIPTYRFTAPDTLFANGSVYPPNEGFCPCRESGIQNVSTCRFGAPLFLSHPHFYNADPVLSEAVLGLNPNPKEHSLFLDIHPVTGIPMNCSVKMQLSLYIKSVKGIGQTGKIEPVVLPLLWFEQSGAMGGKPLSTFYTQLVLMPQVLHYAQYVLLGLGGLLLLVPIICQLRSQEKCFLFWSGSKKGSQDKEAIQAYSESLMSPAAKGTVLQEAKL
# NSD2 inh: blocks human histone methyltransferase NSD2 | NSD2 peptide methylation, AlphaScreen, 120 min | 310,000 tested, 0.54% active | AID 743445 | O96028 | inhibition, % at 12.5 µM; in the data active = inhibition above about 50%
# Rtt109 HAT inh: inhibitors of Candida albicans Rtt109/Vps75 histone acetyltransferase | Q5AAJ8 | purified Rtt109/Vps75, ThioGlo CoA-SH fluorescence, 4 h | 330,000 tested, 0.16% active | AID 540336 | inhibition, % at 34.9 µM;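 active = inhibition of at least 50% in every replicate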
# Target sequence (Q5AAJ8 whole entry, looked up): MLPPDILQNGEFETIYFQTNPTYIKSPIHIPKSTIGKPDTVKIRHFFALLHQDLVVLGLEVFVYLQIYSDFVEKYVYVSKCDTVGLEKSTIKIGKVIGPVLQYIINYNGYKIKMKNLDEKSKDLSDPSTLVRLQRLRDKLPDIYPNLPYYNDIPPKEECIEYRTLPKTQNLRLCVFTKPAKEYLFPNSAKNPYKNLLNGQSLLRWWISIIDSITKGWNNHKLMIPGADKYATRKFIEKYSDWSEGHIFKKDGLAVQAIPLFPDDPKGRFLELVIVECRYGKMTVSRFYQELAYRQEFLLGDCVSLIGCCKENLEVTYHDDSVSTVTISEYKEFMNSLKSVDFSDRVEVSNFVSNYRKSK
# SR-BI DiI-HDL act: activators of SR-BI mediated HDL lipid uptake | CHO ldlA[mSR-BI] cells, DiI-HDL uptake fluorescence, 3 h; 100 = double the neutral-control signal | activation, % at 12.5 µM | 320,000 tested, 0.096% active;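 active = mean replicate activation of at least 60% and every replicate at or above 60%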;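 also: 0% = median plate neutral-control signal and 100% = twice that signal; values of inactives mirror those of a sister screen read the other way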
#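 Test system: SR-BI-overexpressing, LDLR-lacking CHO cells; Medium: Ham's F12 with 0.5% BSA, HEPES 25 mM, pH 7.4; Schedule: 3 h, 37 °C; Technique: bottom-read fluorescence, 550/595 nm.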
# CAL PDZ FP-2: inhibitors of human CAL PDZ peptide binding; AID 504414; purified CAL PDZ, TMR-peptide fluorescence polarization, 1 h; inhibition, % at 20 µM; Q9HD26; 330,000 tested, 0.02% active;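 active = highest replicate inhibition of at least 40%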;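 also: plate controls were DMSO neutral control wells for no effect and unlabeled competitor peptide control wells for full effect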
#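 material = purified tagged CAL PDZ domain construct (CerCALP) | buffer or medium = sodium phosphate/NaCl buffer pH 7.4 with TCEP, IgG, Thesit | reagent = TMR-labelled reporter peptide T*-PRC34 bound in PDZ groove | incubation = 1 h room-temperature incubation prior to read | measured by = fluorescence polarization (mP) | evaluation = percent inhibition from loss of millipolarization | control set = unlabelled peptide and DMSO controls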
# PvdQ inh: blocks Pseudomonas aeruginosa PvdQ acylase activity; purified PvdQ acylase, fluorescence plate reader; inhibition, % at 10 µM; 340,000 tested, 0.063% active; in the data active = inhibition above about 30%, passing the limit was not always enough;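 also: 0% = vehicle neutral wells and 100% = reference inhibitor wells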
# MITF act: increases MITF-driven TRPM1 promoter luciferase signal. SK-MEL-5 TRPM1-promoter luciferase, 24 h; % of positive control, neutral wells = 0. activation, % at 12.5 µM. 300,000 tested, 0.75% active. AID 588334;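 active = mean activation of at least 80% with every replicate also reaching 80%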;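 also: 0% = neutral control wells and 100% = parthenolide positive control wells; values of inactives mirror those of a sister screen read the other way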
# dFosB activator: enhances mouse delta FosB homodimer DNA binding; purified delta FosB, TAMRA-CDK5 oligo fluorescence polarization; percent of positive-control signal above neutral wells; activation, % at 25 µM; 340,000 tested, 0.99% active;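 active = mean activation above about 17%, with every replicate also reaching it, limit read from the data, passing the limit was not always enough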;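 also: fluorescence polarization rise as delta FosB binds a TAMRA Cdk5 AP-1 oligo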
# * hit, by the source's call; . = not tested or not shown; & = joins results of further samples. Rows are unselected (roughly 4.3% active in at least one column).
SMILES,CAL PDZ FP-1,PfHsp90 set2,SR-BI DiI inh,NSD2 inh,Rtt109 HAT inh,SR-BI DiI-HDL act,CAL PDZ FP-2,PvdQ inh,MITF act,dFosB activator
CCOC(=O)Cn1nnnc1C(CC)N(Cc1cccs1)Cc1cc2cc(C)ccc2[nH]c1=O (stereo unspecified),.,-20,-4,1,17,4,-1.0,-14,-12,-15
COc1ccccc1-n1cnnc1SCC(=O)Nc1cc(C(C)(C)C)nn1-c1ccccc1,-3,-18,-16,5,27,16,-2.3,5,1,-11
COc1ccc(NC(=O)c2cccnc2)c(OC)c1,.,-5,-12,-20,-6,12,-1.0,0,-8,-8
Cc1ccc(Cn2ncc3c(N4CCN(c5ccccc5C)CC4)ncnc32)cc1,-5,-19,38,3,-6,-38,1.4,-14,-10,-7
Cc1cc(Br)cc(C)c1NC(=O)c1ccccc1[N+](=O)[O-],-1,-12,6,-3,3,-6,-0.3,5,-6,7
COc1ccc([N+](=O)[O-])c(OC)c1C(=O)NC(=O)Nc1nc(C)nc(C)n1,-3,9,18,-2,-2,-18,3.1,-11,-6,7
CCCCCCNc1c([N+](=O)[O-])c(=O)sc2ccccc12,-1,.,18,0,12,-18,-1.0,-13,-13,-4
CN(C)c1ccc(NC(=S)NCC2CCCO2)cc1 (stereo unspecified),-6,-21,-32,3,4,32,-0.2,-10,22,-1
CCOC(=O)C(C)n1cnc2c(nnn2Cc2ccc(C)cc2)c1=O (stereo unspecified),4,7,-18,-2,-10,18,-3.1,-9,6,-9
CCOC(=O)N1CCC(N2Cc3cccc(C(=O)Nc4ccc(OCC)cc4)c3C2=O)CC1,2,-3,-12,2,-3,12,0.8,-11,19,-10
CC12CC(c3ccccc3O1)N(C(=O)c1ccco1)C(=O)N2c1ccccc1 (stereo unspecified),.,6,-10,1,4,10,-0.3,7,-12,-7
CCn1c(CNc2nc3ccccc3n2C(C)C)nc2ccccc21,2,2,4,.,-1,-4,1.8,0,-4,-6
CC(=O)Nc1nc(C)c(Oc2ccc(C)cc2)c(=O)[nH]1,-1,-7,-22,-2,-12,22,-0.1,-3,-3,0
CC(=O)Nc1cccc(-c2nc3ccccc3o2)c1,-7,-22,-8,-1,-1,8,-1.6,-4,.,-25
CN(C)c1nc(N/N=C/c2c[nH]c3ccccc23)nc(N2CCOCC2)n1,-3,-16,12,2,10,-12,0.4,6,15,-4
CCOc1c(O)ccc(/C=C2\SC(=S)NC2=O)c1[N+](=O)[O-],2,-5,11,53*,.,-11,-1.7,8,10,-2
CCN(Cc1ccccc1)c1ccc(/C=N/N2CCOCC2)cc1,-2,-8,8,0,7,-8,-0.5,-6,38,-8
CC(=O)Nc1ccc(S(=O)(=O)N2CCN(c3nc4ccccc4n3CC(C)C)CC2)cc1,9,-12,13,1,3,-13,-0.6,-12,.,-22
CC1CN(C(=S)Nc2ccc(Cl)cc2)CC(C)O1 (stereo unspecified),.,-13,-7,-1,1,7,-0.6,-20,0,-3
Cc1ccc(-c2nnc(/C=C/c3ccccc3)o2)cc1,-4,-2,12,-3,1,-12,-2.3,-18,37,-8
Cn1c(=O)c(C(=O)COc2ccc(F)cc2Cl)c(N)n(Cc2ccccc2)c1=O,.,3,50,-3,3,-50,-3.4,-5,-9,-7
Cc1nc(C)c(C(=O)OCC(=O)NCc2ccccc2Cl)s1,4,-4,-3,0,-3,3,0.1,-7,8,-5
C[C@H](O)[C@@H]1C(=O)N2CCc3ccc(N4CCN(C)CC4)cc3[C@@H]2C[C@@H]1N(C)C(=O)c1ccc(C#N)cc1,-8,3,-22,.,-6,22,0.1,-20,7,3
CCOc1ccc(N2CC(C(=O)Nc3ccc(S(=O)(=O)N4CCCC4)cc3)CC2=O)cc1 (stereo unspecified),1,-9,35,2,24,-35,-0.7,-13,-3,-11
CCN1C(=O)C(Cc2nc3ccccc3c(=O)n2C)c2ccccc21 (stereo unspecified),-3,-14,14,35,-12,-14,0.3,-8,-22,-13
O=C(COC(=O)C1CCN(C(=O)Nc2ccccc2)CC1)NCC(F)(F)F,-2,-16,-12,-3,1,12,-2.4,-12,-10,5
Cc1cc(-c2cc(C(=O)NCc3ccccc3)on2)nc(S(C)(=O)=O)n1,-3,-29,-12,.,-3,12,-0.2,-13,-24,-7
CC(NC(=O)Nc1ccccc1C(F)(F)F)C1CCCO1 (stereo unspecified),.,.,-11,-2,-2,11,-1.0,-4,-3,5
CC(C)n1nc(C(=O)Oc2cc(Cl)ccc2Cl)c2ccccc2c1=O,-2,-9,-17,0,-2,17,-2.5,-11,-8,-8
COC(=O)c1cc(Cl)c(NC(=O)/C=C/c2ccc(Cl)cc2)cc1OC,.,-24,30,6,-23,-30,-1.9,-17,10,4

# Look-ups from above.
# `Cn1c(=O)c(C(=O)COc2ccc(F)cc2Cl)c(N)n(Cc2ccccc2)c1=O` in PvdQ inh → -5
# `C[C@H](O)[C@@H]1C(=O)N2CCc3ccc(N4CCN(C)CC4)cc3[C@@H]2C[C@@H]1N(C)C(=O)c1ccc(C#N)cc1` in PfHsp90 set2 → 3
# `CCN(Cc1ccccc1)c1ccc(/C=N/N2CCOCC2)cc1` in CAL PDZ FP-1 → -2
# `COC(=O)c1cc(Cl)c(NC(=O)/C=C/c2ccc(Cl)cc2)cc1OC` in SR-BI DiI-HDL act → -30

# (list continues)
SMILES,CAL PDZ FP-1,PfHsp90 set2,SR-BI DiI inh,NSD2 inh,Rtt109 HAT inh,SR-BI DiI-HDL act,CAL PDZ FP-2,PvdQ inh,MITF act,dFosB activator
COc1ccc([N+](=O)[O-])cc1N(CC(O)CN1CCCCC1)S(=O)(=O)c1ccccc1 (stereo unspecified),-3,9,2,0,12,-2,.,14,-2,1
Cc1cccc(C2Nc3ccccc3C(=O)N2c2ccc(F)cc2)n1 (stereo unspecified),-8,-2,-12,11,-1,12,-0.3,-9,3,4
CC(c1ccc(F)cc1)n1cc(C(=O)NCCN(C)C)nn1 (stereo unspecified),2,10,-21,6,-2,21,-0.6,-18,-4,-2
CC(C)C(NS(=O)(=O)c1cccs1)C(=O)NCc1ccccc1Cl (stereo unspecified),-1,8,11,-1,-7,-11,0.6,-2,10,-5
CC(=C/c1ccccc1)/C=N/n1c(C)n[nH]c1=S,.,-2,-9,7,-2,9,-1.1,-11,-1,-6
Cc1c(C)c2ccc(OCC(=O)NC3CCN(Cc4ccccc4)CC3)c(C)c2oc1=O,2,-1,3,-1,-15,-3,-0.9,-9,7,-31
COc1ccc(-c2coc3cc(OC(C)=O)ccc3c2=S)cc1,-2,-42,13,.,-6,-13,-1.4,-2,87*,-12
CCN(CC)c1ccc(C(=O)OCC(=O)Nc2ncccn2)cc1,-2,10,-19,1,-2,19,0.0,-13,11,4
Cc1ccc(OCCNC(=O)c2ccc(C)o2)cc1,10,-19,-5,4,-1,5,-1.3,6,12,5
CC(=O)N1CCN(CC(=O)Nc2cc([N+](=O)[O-])ccc2Cl)CC1,0,.,-29,1,-2,29,9.2,-10,6,2
Cc1ccc(S(=O)(=O)N(CC(=O)N(C(C)C)C(C)C)C(=O)N2CCN(C)CC2)cc1,1,19,-14,-2,-5,14,-1.6,-5,-4,-2
Cc1oc(/N=C/c2ccc3c(c2)OCO3)c(C#N)c1C,-2,7,-44,-1,-1,44,-0.7,-4,-16,0
CCCCN1CC(COCc2ccccc2)Oc2cccc(Oc3cc(C)c(C)c(C)c3)c2S1(=O)=O (stereo unspecified),-2,-15,63,.,0,-63,0.1,-3,-7,-5
CCc1cc(-c2n[nH]c(C)c2-c2nc3ccccc3s2)c(O)cc1OCC(=O)NN,-2,8,-10,-6,-2,10,-2.4,-4,-5,-13
O=C(Nc1ncc(S(=O)(=O)c2ccc([N+](=O)[O-])cc2)s1)c1ccc2ccccc2c1,-5,9,2,-1,-5,-2,0.2,-9,-10,-2

# Two compounds from above with just MITF act, NSD2 inh and PvdQ inh.
molecule	MITF act	NSD2 inh	PvdQ inh
CC(c1ccc(F)cc1)n1cc(C(=O)NCCN(C)C)nn1 (stereo unspecified)	-4	6	-18
CC(C)C(NS(=O)(=O)c1cccs1)C(=O)NCc1ccccc1Cl (stereo unspecified)	10	-1	-2

# The results go on:
SMILES,CAL PDZ FP-1,PfHsp90 set2,SR-BI DiI inh,NSD2 inh,Rtt109 HAT inh,SR-BI DiI-HDL act,CAL PDZ FP-2,PvdQ inh,MITF act,dFosB activator
O=C(Cn1c(C(F)(F)F)nc2ccccc21)c1ccc(Br)cc1,7,-15,8,-2,5,-8,-1.0,-1,-5,2
Cc1c(NC(=O)N(C)C)c(=O)n(-c2ccccc2)n1C,-1,-33,-1,3,3,1,-0.2,2,4,5
CC[C@]1(C(=O)OC)[C@H]2C(=O)N(Cc3ccccc3)C(=O)[C@H]2[C@H]2CN=C(SCc3ccc(C(=O)OC)cc3)N21,-3,5,-11,.,-2,11,-0.7,-15,-5,-5
CSc1nnc(-c2ccccc2)n1C,-4,-17,-25,-4,16,25,-2.3,1,-11,0
COC(=O)C1=NN(c2ccccc2)C2(S1)S/C(=C\c1ccccc1)C(=O)N2c1ccccc1 (stereo unspecified),-3,-14,.,0,-12,.,-0.1,3,-8,2
CCCC[n+]1ccn(-c2nc3c([N+](=O)[O-])cccc3n2C)c1,-5,3,-8,5,1,8,-0.5,-4,.,5
c1ccc(-c2n[nH]c(-c3ccccn3)n2)nc1,4,13&11,-30&-7,0&4,7&-7,30&7,0.0&-0.7,-1&3,35,-6&1
CC1(C)NC(=O)N(CC(O)Cn2nnc3ccccc32)C1=O (stereo unspecified),1,2,.,0,-11,.,-1.9,-11,10,-3
CCOc1cc(/C=C(\C#N)C(=O)NCc2cccnc2)ccc1O,-2,10,-37,-1,.,37,-2.0,-16,8,-1
CCCCn1c(=O)c(CC(C)=O)nc2ccccc21,-1,-4,-15,0,.,15,-1.6,-18,50,-4
O=C(c1ccco1)N1CCN(C(c2ccc(F)cc2)c2nnnn2Cc2cccs2)CC1 (stereo unspecified),-5,-11,13,-1,5,-13,-4.6,-7,.,-13
COc1ccc(Nc2ccc(S(=O)(=O)N3CCCCC3)cc2[N+](=O)[O-])cc1Cl,-2,-3,30,2,-3,-30,0.2,5,3,-2
Cn1c(Cc2ccccc2)nnc1SCC(=O)Nc1ccc(N2CCOCC2)cc1,-1,9,-20,3,-19,20,-1.8,-10,1,0
O=S1(=O)NC(=NCc2ccccc2)c2ccccc21,0,7,-28,1,-7,28,-2.9,-15,-2,-4
Cc1nc(N2CCCCC2)sc1C(=O)c1ccc(SCCO)c([N+](=O)[O-])c1,1,2,78*,22,8,-78,-0.6,8,0,-8
Cc1cc(NC(=O)CSc2nnc(CNC(=O)c3cccc(C(F)(F)F)c3)o2)no1,-3,10,-13,0,8,13,-1.7,-6,3,4
CCn1ccc(C(=O)NC2CCCC2)n1,-8,-2,-15,-1,-16,15,0.4,-9,-4,-4
CN(CCOc1ccccc1)CCOc1ccccc1,-7,-12,-11,0,-6,11,-3.2,-6,10,0
Cc1ccc(SCCNC(=O)c2ccc(C)c([N+](=O)[O-])c2)cc1,-2,3,-2,-12,4,2,-1.3,-13,-5,-17

# Source: PubChem BioAssay
